esBAF inh: blocks esBAF chromatin remodeling in mouse ES cells. reporter increase, % at 12.5 µM. 2% of 350,000 active. Bmi1-luciferase knock-in reporter, 24 h; 100% = twice the neutral-well signal; in the data active = activation above about 40%;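 note: 0% = median of the plate's neutral control wells and 100% = double that signal; a rise in the Bmi1 reporter signal indicates esBAF inhibition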
E-sel inducer: induces E-selectin expression in human endothelial cells | P16581 | HUVEC E-selectin immunofluorescence imaging; normalized: neutral wells 0, TNF-alpha wells 100 | activation, % at 7.58 µM | 0.37% of 260,000 active | AID 686992;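 active = mean E-selectin-positive cell signal at least 10% of the positive control, reached in at least 60% of replicates, without over 20% cell loss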;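 note: in these data hits start at about 27%; measured in HUVEC primary endothelial cells; signal is the percent of cells scored E-selectin positive by PE staining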
Target sequence (P16581 whole entry, looked up): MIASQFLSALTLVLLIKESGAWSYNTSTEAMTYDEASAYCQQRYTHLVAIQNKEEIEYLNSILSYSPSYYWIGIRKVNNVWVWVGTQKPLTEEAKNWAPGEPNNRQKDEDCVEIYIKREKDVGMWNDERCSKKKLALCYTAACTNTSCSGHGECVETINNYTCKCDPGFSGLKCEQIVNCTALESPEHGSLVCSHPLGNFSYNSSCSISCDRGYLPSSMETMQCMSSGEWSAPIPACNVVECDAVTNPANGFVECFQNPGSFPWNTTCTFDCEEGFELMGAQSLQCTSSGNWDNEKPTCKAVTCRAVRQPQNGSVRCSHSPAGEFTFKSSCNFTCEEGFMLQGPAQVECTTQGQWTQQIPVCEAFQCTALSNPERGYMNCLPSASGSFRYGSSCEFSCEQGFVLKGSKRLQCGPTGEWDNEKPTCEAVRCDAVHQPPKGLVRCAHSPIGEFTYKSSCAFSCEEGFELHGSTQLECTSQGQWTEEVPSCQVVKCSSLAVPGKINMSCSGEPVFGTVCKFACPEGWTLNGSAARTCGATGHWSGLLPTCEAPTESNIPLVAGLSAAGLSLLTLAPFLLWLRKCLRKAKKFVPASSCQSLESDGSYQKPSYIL
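material = human umbilical vein endothelial cells (HUVEC), E-selectin induction | quantity = 3,000 cells/well | medium = EGM-2 growth medium on 0.1% gelatin-coated wells | technique = immunofluorescence imaging | read-out basis = % PE-positive cells | control set = TNF-alpha positive control, DMSO neutral control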
RAD54 inh: inhibitors of human RAD54 branch migration | inhibition, % at 10.4 µM | AID 602329 | Q92698 | 0.14% of 360,000 active | RAD54 Holliday junction branch migration, FAM/BHQ fluorescence;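 active = mean normalized replicate activity at least 40 and at least half of replicates scoring 40 or more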;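 note: 0% = median of neutral control wells and 100% = median of positive control wells; inhibitors cause a drop in the FAM fluorescence signal; in these data hits start at about 50%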
EWS-Fli block: blocks EWS/Fli oncoprotein-driven transcription; A673 NR0B1-luciferase reporter, viability-normalised; inhibition, % at 12.6 µM; 0.67% of 350,000 active;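 active = mean inhibition of at least 50% after viability correction, with every replicate also passing that limit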;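 note: firefly luciferase signal divided by Alamar Blue viability fluorescence both relative to DMSO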
S100A4 inh HTS: inhibitors of human S100A4 binding to myosin IIA peptide; S100A4/TAMRA-MyoIIA peptide fluorescence polarization; inhibition, % at 10.7 µM; 0.14% of 360,000 active; AID 652163;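 active = mean inhibition of at least 70% across replicates, with every replicate also reaching that level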
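incubation = readout 5 min after mixing, signal stable up to 60 min | system = S100A4 monomer protein | buffer or medium = HEPES pH 7.2 with CaCl2, KCl, NaCl, DTT, Triton | benchmarks = neutral control DMSO, positive control TFP | also added = fluorescent myosin IIA peptide, 5 nM | compound dosing = one concentration per compound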
Xi reactivation: X-chromosome reactivation activator; XiGFP mouse fibroblasts, % GFP-positive cells imaging, 3 d; cells co-treated with 5-aza-dC sensitizer; scaled so ellipticine positive control = 100%; activation, % at 7.58 µM; 0.055% of 360,000 active; AID 743238;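 active = mean normalized replicate activation at least 10% and every replicate at or above 10%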;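 note: 0% = median of on-plate neutral control wells and 100% = ellipticine 6 µM median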
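Schedule: 3 d treatment, 15 min room-temperature fixation; system: 68-5-11 XiGFP fibroblast line; buffer or medium: DMEM plus 5-aza-dC sensitizer; control set: ellipticine 6 µM positive control; compound: one concentration, pinned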
FN deposit inh: fibronectin deposition inhibition | 0.086% of 350,000 active | inhibition, % at 12.6 µM | AH1F fibroblasts, Alexa488-fibronectin deposition fluorescence, overnight;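 active = mean inhibition across replicates of 30% or more, regardless of how many single replicates reach that level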;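 note: positive control wells lacked labelled fibronectin entirely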
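Assay system: AH1F fibroblasts assembling fluorescent fibronectin matrix; Amount: 10000 AH1F cells per well; Buffer or medium: DMEM, 2% serum; Probe or stimulus: Alexa488-fibronectin, 24 nM final in well; Doses: single compound dose, delivered by pin transfer; Incubation: 1 h adhesion, overnight exposure; Measured by: fluorescence 485/525 nm; Read-out: fibronectin deposition inhibition.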
RAD52 inh: blocks human RAD52 DNA annealing; P43351; recombinant RAD52 DNA annealing, FRET fluorescence; inhibition, % at 18.7 µM; 0.46% of 360,000 active;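 active = every replicate showing at least 50% inhibition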
Target sequence (P43351 whole entry, looked up): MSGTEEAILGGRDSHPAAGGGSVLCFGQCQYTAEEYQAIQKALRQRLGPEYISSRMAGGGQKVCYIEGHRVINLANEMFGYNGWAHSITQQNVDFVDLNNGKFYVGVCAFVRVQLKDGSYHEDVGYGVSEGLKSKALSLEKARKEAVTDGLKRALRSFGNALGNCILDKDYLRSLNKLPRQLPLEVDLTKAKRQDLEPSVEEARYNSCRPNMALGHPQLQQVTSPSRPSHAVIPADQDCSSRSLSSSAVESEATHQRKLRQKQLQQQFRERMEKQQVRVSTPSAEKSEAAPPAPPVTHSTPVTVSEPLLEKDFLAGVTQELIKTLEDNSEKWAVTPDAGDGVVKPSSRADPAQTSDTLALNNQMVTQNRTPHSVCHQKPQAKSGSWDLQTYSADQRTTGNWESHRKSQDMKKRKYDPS
Numbers without * were called inactive; & = joins results of further samples. The order is random. About 3% of those tested had a hit in this group.

Start of the listing, in advance (4 entries):
Screening CCOC(=O)C1(Cc2cccc(OC)c2)CCCN(C(=O)c2ccccc2C)C1 (configuration not stated) returned E-sel inducer 1.1, RAD54 inh -8, EWS-Fli block -68, S100A4 inh HTS 3, Xi reactivation 0.0, FN deposit inh -3 and RAD52 inh 7.
O=C1C=C(c2ccc3ccccc3c2)C[C@@H](c2ccc(F)cc2)C1 was read as esBAF inh 16, E-sel inducer 0.0, RAD54 inh 2, EWS-Fli block -44, S100A4 inh HTS -2, Xi reactivation 0.6, FN deposit inh 8 and RAD52 inh -5.
`C[C@@H]1CCCCO[C@H](CN(C)S(C)(=O)=O)[C@H](C)CN([C@@H](C)CO)C(=O)c2cc(NS(=O)(=O)c3ccccc3)ccc2O1` gave esBAF inh 2, E-sel inducer -0.1, RAD54 inh -1, EWS-Fli block -11, S100A4 inh HTS 4, Xi reactivation -1.0 and RAD52 inh 4.
`CCOC(=O)[C@@H]1[C@H]2COc3ccc(Br)cc3[C@H]2N2C(=O)N(c3cccc(Cl)c3)C(=O)[C@]12C` gave esBAF inh 9, E-sel inducer -0.1, RAD54 inh 1, EWS-Fli block 6, S100A4 inh HTS 3, Xi reactivation 0.3, FN deposit inh -2 and RAD52 inh -22.

This part in full, from the first entry:
Screening CCOC(=O)C1(Cc2cccc(OC)c2)CCCN(C(=O)c2ccccc2C)C1 (configuration not stated) returned E-sel inducer 1.1, RAD54 inh -8, EWS-Fli block -68, S100A4 inh HTS 3, Xi reactivation 0.0, FN deposit inh -3 and RAD52 inh 7.
O=C1C=C(c2ccc3ccccc3c2)C[C@@H](c2ccc(F)cc2)C1 was read as esBAF inh 16, E-sel inducer 0.0, RAD54 inh 2, EWS-Fli block -44, S100A4 inh HTS -2, Xi reactivation 0.6, FN deposit inh 8 and RAD52 inh -5.
`C[C@@H]1CCCCO[C@H](CN(C)S(C)(=O)=O)[C@H](C)CN([C@@H](C)CO)C(=O)c2cc(NS(=O)(=O)c3ccccc3)ccc2O1` gave esBAF inh 2, E-sel inducer -0.1, RAD54 inh -1, EWS-Fli block -11, S100A4 inh HTS 4, Xi reactivation -1.0 and RAD52 inh 4.
`CCOC(=O)[C@@H]1[C@H]2COc3ccc(Br)cc3[C@H]2N2C(=O)N(c3cccc(Cl)c3)C(=O)[C@]12C` gave esBAF inh 9, E-sel inducer -0.1, RAD54 inh 1, EWS-Fli block 6, S100A4 inh HTS 3, Xi reactivation 0.3, FN deposit inh -2 and RAD52 inh -22.
Screening Cc1cc(N=CC2=C(O)CCCC2=O)no1 returned esBAF inh -4, RAD54 inh -32, S100A4 inh HTS -1 and RAD52 inh -11.
For C[C@@H]1CCCCO[C@H](CN(C)C)[C@@H](C)CN([C@@H](C)CO)C(=O)c2cc(NC(=O)CCC(F)(F)F)ccc2O1 the results were esBAF inh -11, E-sel inducer 0.1, RAD54 inh -5, EWS-Fli block -6, S100A4 inh HTS -4, Xi reactivation 0.1 and RAD52 inh -31.
For Cc1ccc(C(=O)Nc2cccc(C(F)(F)F)c2)cc1NC(=O)c1ccno1 the results were esBAF inh -15&-6, E-sel inducer -3.9&-0.2, RAD54 inh 1&-6, EWS-Fli block -4&-9, S100A4 inh HTS -2&5, Xi reactivation 0.0&0.0, FN deposit inh 8&1 and RAD52 inh -33&-17.
Screening C[C@@H]1CN([C@H](C)CO)C(=O)c2cc(-c3cccc(F)c3)cnc2O[C@H]1CN(C)CC1CCOCC1 returned esBAF inh 1, E-sel inducer -0.4, RAD54 inh 9, EWS-Fli block -10, S100A4 inh HTS 12, Xi reactivation -0.2 and RAD52 inh 4.
Cc1ccsc1C(=O)NCCc1c[nH]c2ccccc12 was read as esBAF inh 50*, RAD54 inh 3, EWS-Fli block -28, S100A4 inh HTS 4, Xi reactivation 0.2, FN deposit inh 8 and RAD52 inh -1.
CCOC(=O)N1CCC(N2C(=O)c3ccccc3C2Nc2cccnc2)CC1 (configuration not stated) was read as esBAF inh 0, RAD54 inh -2, EWS-Fli block 3, S100A4 inh HTS 2, Xi reactivation 0.3, FN deposit inh 1 and RAD52 inh 3.
Screening CC(C)c1ccc([C@@H]2O[C@H](C)CC3=C2C(=O)OC(C)(C)O3)cc1 returned E-sel inducer -0.3, EWS-Fli block -3, S100A4 inh HTS 0, Xi reactivation 0.0, FN deposit inh -11 and RAD52 inh -16.
`O=C(C[C@@H]1CC[C@@H]2[C@H](COC[C@@H](O)CN2C(=O)c2ccc3c(c2)OCO3)O1)NCCN1CCCC1` gave E-sel inducer 0.2, S100A4 inh HTS 73*, Xi reactivation 0.0, FN deposit inh 6 and RAD52 inh -26.
CC(C)(CC(=O)O)CC(=O)N1CCCN(c2nc3ccc(Cl)cc3s2)CC1 was read as EWS-Fli block 11, S100A4 inh HTS -5, Xi reactivation 0.3, FN deposit inh -4 and RAD52 inh -2.
For C[C@@H]1CCCCO[C@H](CN(C)Cc2ccc(C(=O)O)cc2)[C@@H](C)CN([C@H](C)CO)C(=O)c2cc(NS(=O)(=O)c3ccc(Cl)cc3)ccc2O1 the results were esBAF inh -4, E-sel inducer -0.1, RAD54 inh -7, EWS-Fli block 0, S100A4 inh HTS 8, Xi reactivation 0.2, FN deposit inh -4 and RAD52 inh 8.
`COc1cc(/C=C/C(=O)Nc2cccc(S(=O)(=O)NC3=NCCCCC3)c2)ccc1OCC#N` gave esBAF inh -3, E-sel inducer 2.9, RAD54 inh -4, EWS-Fli block 2, S100A4 inh HTS -9, Xi reactivation 0.0, FN deposit inh -1 and RAD52 inh -54.
`COC(=O)C1=C(C)N(Cc2ccccc2)C(=NCc2ccc3c(c2)OCO3)N[C@H]1c1ccccc1` gave esBAF inh 0, E-sel inducer -0.1, RAD54 inh 19, EWS-Fli block 5, S100A4 inh HTS 20, Xi reactivation -0.1, FN deposit inh -6 and RAD52 inh 12.
For C[C@@H]1O[C@@H](O[C@@H]2[C@@H](O)[C@H](OCCc3ccc(O)c(O)c3)O[C@H](CO)[C@H]2OC(=O)/C=C/c2ccc(O)c(O)c2)[C@H](O)[C@H](O)[C@H]1O the results were esBAF inh 10, E-sel inducer 0.1, RAD54 inh -34, EWS-Fli block 11, S100A4 inh HTS 0, Xi reactivation 0.7, FN deposit inh -4 and RAD52 inh -5.
Screening COc1ccc(/C=C/C(=O)C(C)(C)C)cc1OC returned esBAF inh 9, E-sel inducer 0.0, RAD54 inh 0, EWS-Fli block 7, S100A4 inh HTS 1, Xi reactivation -0.1, FN deposit inh 9 and RAD52 inh 1.
`Cn1cc(/C=C/c2cc[n+](C)cc2)c2cc(F)ccc21` gave esBAF inh 6, RAD54 inh inactive, S100A4 inh HTS 0 and RAD52 inh inactive.
For CC(C)Oc1ccc(F)cc1-c1cc(C(=O)Nc2ccccc2)[nH]n1 the results were esBAF inh 7, E-sel inducer 0.0, RAD54 inh 5, EWS-Fli block -9, S100A4 inh HTS 9, Xi reactivation 0.4, FN deposit inh 7 and RAD52 inh -2.
Screening CC1Cc2ccccc2N1S(=O)(=O)c1cccc(C(=O)N2Cc3ccccc3CC2C(N)=O)c1 (configuration not stated) returned esBAF inh -6, RAD54 inh 6, EWS-Fli block 6, S100A4 inh HTS 4, Xi reactivation -0.1, FN deposit inh 3 and RAD52 inh -25.
For COC(=O)c1ccc2cn[nH]c2c1 the results were esBAF inh 7, E-sel inducer 0.2, RAD54 inh -7, EWS-Fli block 8, S100A4 inh HTS -6, Xi reactivation 0.2, FN deposit inh -11 and RAD52 inh -3.
CCOC(=O)CN1CCC(c2cc(-c3ccc(Cl)cc3)n[nH]2)CC1 was read as esBAF inh 0, E-sel inducer 0.7, RAD54 inh 0, EWS-Fli block -28, S100A4 inh HTS -4, Xi reactivation -0.1, FN deposit inh -7 and RAD52 inh -5.
COCCNC(=S)Nc1cc2oc3ccccc3c2cc1OC was read as E-sel inducer 0.4, RAD54 inh 7, S100A4 inh HTS -4, Xi reactivation -0.1 and RAD52 inh -22.
Screening Cc1ccccc1Nc1nccc(N(C)C)c1C#N returned RAD54 inh 11, EWS-Fli block 22, S100A4 inh HTS 2, Xi reactivation 0.1, FN deposit inh 10 and RAD52 inh -10.
For CCN1CCCC(OC(=O)c2cc(-c3ccccc3Cl)nc3ccccc23)C1 (configuration not stated) the results were E-sel inducer 0.0, EWS-Fli block -3, S100A4 inh HTS 2, Xi reactivation 0.1, FN deposit inh -9 and RAD52 inh 18.
Screening O=C(Nc1nccs1)c1cc2sccc2n1Cc1ccc(Cl)cc1 returned esBAF inh 2, E-sel inducer 2.2, RAD54 inh 3, EWS-Fli block -6, S100A4 inh HTS 0, Xi reactivation 0.0, FN deposit inh -1 and RAD52 inh -4.
`C/C(=N/NC(=O)c1cccs1)c1cccc(N)c1` gave esBAF inh 39, E-sel inducer 0.6, RAD54 inh 2, EWS-Fli block -41, S100A4 inh HTS 0, Xi reactivation 0.1, FN deposit inh -4 and RAD52 inh -7.
For Cc1cnccc1CNC(=O)CC1C(=O)NCCN1CC(C)(C)C (configuration not stated) the results were esBAF inh -5, E-sel inducer -2.9, RAD54 inh 5, EWS-Fli block 6, S100A4 inh HTS 28, Xi reactivation 0.0, FN deposit inh 2 and RAD52 inh -46.
Screening O=C(Nc1ccnn1C1CCN(C2CCCCC2)CC1)c1cccc(F)c1 returned esBAF inh -1, RAD54 inh 3, EWS-Fli block 3, S100A4 inh HTS -6, Xi reactivation 0.1, FN deposit inh 9 and RAD52 inh -37.
`CCC(=O)Nc1ccc(NC(=O)CSc2nnnn2C2CCCC2)cc1C` gave esBAF inh 3, RAD54 inh 3, EWS-Fli block -1, S100A4 inh HTS 7, Xi reactivation -0.1, FN deposit inh 3 and RAD52 inh -6.
Screening COc1ccc(NC(=O)CSCC(=O)Nc2cc(Cl)ccc2N2CCOCC2)cc1 returned esBAF inh -5, E-sel inducer 2.5, RAD54 inh -2, EWS-Fli block 13, S100A4 inh HTS -1, Xi reactivation -0.1, FN deposit inh -8 and RAD52 inh -15.
C[C@@H]1CN([C@@H](C)CO)S(=O)(=O)c2ccc(C#Cc3ccccc3F)cc2O[C@H]1CN(C)C(=O)Cc1ccccc1 was read as esBAF inh 4, E-sel inducer -0.2, RAD54 inh -6, EWS-Fli block 37, S100A4 inh HTS 2, Xi reactivation -1.0 and RAD52 inh 1.
CCn1cc(CN2CCN(CCC(C)C)C(CCO)C2)c2ccccc21 (configuration not stated) was read as esBAF inh 6, RAD54 inh -12, EWS-Fli block 33, S100A4 inh HTS -4, Xi reactivation -0.1, FN deposit inh 5 and RAD52 inh -9.
`Cc1cccc(C(=O)NC2CCCc3ccccc32)c1` (configuration not stated) gave E-sel inducer -1.0, EWS-Fli block 2, S100A4 inh HTS 9, Xi reactivation 0.0, FN deposit inh 17 and RAD52 inh -20.
For CC(NC(=O)CN(c1cccc(C(F)(F)F)c1)S(C)(=O)=O)c1ccccc1 (configuration not stated) the results were esBAF inh -2, E-sel inducer 1.8, RAD54 inh -4, EWS-Fli block 7, S100A4 inh HTS 5, Xi reactivation 0.0, FN deposit inh -2 and RAD52 inh -9.
`Cc1cc(S(=O)(=O)N2CCCCC2CCNC(=O)C(=O)NCC2CCCO2)ccc1F` (configuration not stated) gave esBAF inh -1, E-sel inducer 3.9, RAD54 inh -7, EWS-Fli block 0, S100A4 inh HTS -2, Xi reactivation -0.1, FN deposit inh -2 and RAD52 inh -3.

Assay outcomes as filed in PubChem BioAssay.
